FadD28 FP inh: inhibitors of FadD28 bisubstrate probe binding, primary screen, biochemical, fluorescence polarization, single point; 0.22% of 360,000 active; AID 588549, 2011; inhibition, % at 12.5 µM; Mycobacterium tuberculosis FadD28 fatty-acid-AMP ligase; in the data active means inhibition above about 8.5%, passing the limit was not always enough; inconclusive means no clear call, values can overlap the other calls
BoNT F protease: BoNT/F light chain protease inhibitors, primary screen, biochemical, flow cytometry, MLPCN library; AID 588497, 2011; Multiplex microsphere protease cleavage assay; 0.22% of 360,000 active; inhibition, % at 10 µM; in the data active means inhibition above about 35%, passing the limit was not always enough; inconclusive means no clear call, values can overlap the other calls; further: plate controls were buffer without enzyme for full effect and enzyme alone for no effect
CCHFV vOTU inh: CCHFV vOTU protease inhibitors, primary screen, biochemical, Pep-AMC substrate, fluorescence. Crimean-Congo hemorrhagic fever virus L polyprotein viral ovarian tumor (vOTU) protease …. inhibition, % at 11.5 µM. 0.55% of 370,000 active; further: 0% = vehicle wells with enzyme and 100% = no enzyme wells
Mtb BioA inh: M. tuberculosis BioA enzyme inhibitors, primary screen, biochemical, plate reader, single point, HTS. inhibition, % at 9.99 µM. 0.096% of 360,000 active. purified M. tuberculosis BioA enzyme; in the data active means inhibition above about 40%; inconclusive means no clear call, values can overlap the other calls
BoNT-A LC inh2: BoNT/A light chain protease inhibitors, primary screen, biochemical, flow cytometry, MLPCN library; AID 588499, 2011; multiplex microsphere protease substrate cleavage; inhibition, % at 10 µM; Botulinum neurotoxin type A light chain protease (Clostridium botulinum A str. ATCC 3502); 0.17% of 360,000 active; in the data active means inhibition above about 30%; inconclusive means no clear call, values can overlap the other calls; further: plate controls were buffer without enzyme for full effect and enzyme alone for no effect
GDH-TPI counter: GDH-TPI coupling enzyme inhibitors, primary screen, artefact control for M. tuberculosis FBA inhibitor project, biochemical, absorbance, full deck | GDH-TPI coupled enzyme counterscreen, NADH absorbance | inhibition, % at 4.8 µM | 1.2% of 360,000 active | AID 588335, 2011;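 further: 0% = DMSO wells and 100% = wells lacking the enzyme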
UGM FP inh: M. tuberculosis UGM enzyme inhibitors, primary screen, biochemical, fluorescence polarization, single point. UDP-galactopyranose mutase (Mycobacterium tuberculosis (strain ATCC 25618 / H37Rv)), …. purified UGM, fluorescence polarization probe displacement. inhibition, % at 10 µM. 0.06% of 320,000 active; in the data active means inhibition above about 10%, passing the limit was not always enough; inconclusive means no clear call, values can overlap the other calls
Target sequence (P9WIQ1 whole entry, looked up): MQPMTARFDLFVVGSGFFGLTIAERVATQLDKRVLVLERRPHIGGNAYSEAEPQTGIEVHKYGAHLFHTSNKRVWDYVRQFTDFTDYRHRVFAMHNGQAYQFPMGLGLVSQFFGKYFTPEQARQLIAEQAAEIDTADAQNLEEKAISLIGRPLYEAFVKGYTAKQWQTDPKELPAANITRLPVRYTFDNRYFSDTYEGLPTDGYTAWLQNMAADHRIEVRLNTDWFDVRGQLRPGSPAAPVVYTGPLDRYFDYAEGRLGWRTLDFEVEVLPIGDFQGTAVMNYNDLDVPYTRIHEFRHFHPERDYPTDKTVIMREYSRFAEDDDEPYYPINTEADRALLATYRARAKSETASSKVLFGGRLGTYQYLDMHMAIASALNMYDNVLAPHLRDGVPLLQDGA
Mtb FBA inh: Mtb FBA enzyme inhibitors, primary screen, biochemical, fluorescence, strain H37Rv; purified M. tuberculosis FBA, fluorescence read-out; 2.3% of 360,000 active; AID 588726, 2011; inhibition, % at 1 µM; in the data active means inhibition above about 27%;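 further: 0% = vehicle and 100% = reference inhibitor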
Target sequence (P9WQA3 whole entry, looked up): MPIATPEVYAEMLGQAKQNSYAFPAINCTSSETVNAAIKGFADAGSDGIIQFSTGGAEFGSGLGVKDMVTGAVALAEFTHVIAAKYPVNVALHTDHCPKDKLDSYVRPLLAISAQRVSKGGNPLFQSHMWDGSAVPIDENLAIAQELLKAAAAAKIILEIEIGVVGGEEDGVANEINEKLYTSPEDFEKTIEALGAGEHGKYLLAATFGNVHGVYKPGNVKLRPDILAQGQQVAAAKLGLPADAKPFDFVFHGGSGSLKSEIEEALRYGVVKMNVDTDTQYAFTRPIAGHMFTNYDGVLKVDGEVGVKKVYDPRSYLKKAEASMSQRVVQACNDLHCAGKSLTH
PrPC TRFRET: inhibitors of human cell surface prion protein PrPC, primary screen, cell-based, TR-FRET. inhibition, % at 13.8 µM. 0.43% of 370,000 active. Major prion protein (Homo sapiens), P04156. TR-FRET read-out; in the data active means inhibition above about 24%; further: 0% = median of the test wells and 100% = reference compound wells
An asterisk follows results filed as active; ? = inconclusive; . = no result given. Unless noted, no stated cut-off is given here; in the data, active means inhibition above about 30%; inactive means the rest.

structure,UGM FP inh,GDH-TPI counter,BoNT-A LC inh2,BoNT F protease,Mtb FBA inh,Mtb BioA inh,FadD28 FP inh,PrPC TRFRET,CCHFV vOTU inh
Cc1cc(-c2ccc(C)c(S(=O)(=O)N3CC(=O)Nc4ccccc43)c2)on1,1.6,8,-0.1,1,-2,-1.9,-1.6,3,12
O=C(Nc1ccc2ccccc2c1)c1ccc(Br)o1,-3.1,7,-2.6,-2,-2,0.2,-4.2,8,11
O=C(NCCCCc1ccccc1)c1cc([N+](=O)[O-])cc([N+](=O)[O-])c1,-0.7,5,0.9,-10,6,-0.7,-1.1,-11,2
Oc1c(CN2CCOCC2)cc(CN2CCOCC2)c(O)c1CN1CCOCC1,.,6,0.3,6,4,-0.1,1.4,-3,-7
CCOC(=O)N1CCN(C(=O)CSCC(=O)Nc2nc(-c3ccc4c(c3)OCO4)cs2)CC1,0.9,-11,2.1,2,0,-2.3,-3.0,.,.
COC(=O)c1ccc(CN2CCCCC2)cc1,0.5,3,-0.2,?,5,5.9,2.1,1,-6
CC1=CC(=C(C#N)c2nc3ccccc3s2)C=C(C)N1c1ccc(F)cc1,7.6,11,36*,15,-1,-7.6,-2.0,0,-9
CSc1ncccc1C(=O)OCC(=O)c1ccc(C)s1,-1.0,13,-0.2,-4,-1,.,-1.0,-6,-4
CCNc1nc(Oc2ccc(OC)cc2)cc(C(F)(F)F)n1,1.8,5,-0.2,-1,0,2.2,-1.5,-13,11
CSCC[C@H](NS(=O)(=O)c1ccc(C)cc1)C(=O)N1CCC(C(=O)N[C@H](C(=O)O)c2ccccc2)CC1,0.0,1,-0.5,-1,3,-0.8,-0.2,8,-6
O=C(COC(=O)CNC(=O)c1ccc(Cl)cc1)Nc1cccc(S(=O)(=O)N2CCCC2)c1,4.8,3,0.1,-1,4,0.2,-2.6,1,1
CC(C)c1ccc(S(=O)(=O)N2CCN(C(=O)C3CCCC3)CC2)cc1,1.0,0,-1.4,-22,-1,0.2,-0.4,-2,3
CCSc1nc(-c2ccccc2)nc2c1CCCC2,-0.6,0,-0.1,2,-1,1.5,-2.9,-2,3
O=C(NNC1CC(=O)N(c2cccc(Cl)c2)C1=O)c1cccnc1 (stereo not drawn),-2.0,7,0.6,4,-2,.,-1.5,12,16
CC12CCC(C(=O)N3CCC(Cc4ccccc4)CC3)(C(=O)C1=O)C2(C)C (stereo not drawn),0.3,-2,0.4,1,2,.,-2.7,-3,7
S=C(N/N=C/c1ccccc1Cl)Nc1ccccc1,-0.2,29,2.1,3,1,-0.2,-0.9,-4,5
CC(C)C12CN3CC(C(C)C)(CN(C1)C3c1ccc([N+](=O)[O-])o1)C2=O (stereo not drawn),-5.8,12,-0.2,-2,-1,-8.9,-1.2,-8,-6
Cc1c(-c2ccccc2)[n+](=O)c2c(n1[O-])CCCCC2,5.5,0,0.2,-4,2,-1.1,-4.1,-3,-19
CCN1C(=O)[C@H]2[C@@H](c3ccc(C)cc3)N[C@]3(CCCN(Cc4ccc(F)cc4)C3=O)[C@H]2C1=O,.,-5,0.1,0,-2,-0.9,-2.1,3,0
N=C(N)n1ncc2c1CCCC2=O,.,.,-0.9,-13,.,.,.,-3,11

The closing 3 entries of the part before open the next one.
structure,UGM FP inh,GDH-TPI counter,BoNT-A LC inh2,BoNT F protease,Mtb FBA inh,Mtb BioA inh,FadD28 FP inh,PrPC TRFRET,CCHFV vOTU inh
Cc1c(-c2ccccc2)[n+](=O)c2c(n1[O-])CCCCC2,5.5,0,0.2,-4,2,-1.1,-4.1,-3,-19
CCN1C(=O)[C@H]2[C@@H](c3ccc(C)cc3)N[C@]3(CCCN(Cc4ccc(F)cc4)C3=O)[C@H]2C1=O,.,-5,0.1,0,-2,-0.9,-2.1,3,0
N=C(N)n1ncc2c1CCCC2=O,.,.,-0.9,-13,.,.,.,-3,11
Cc1ccccc1N1CCN(CCCOc2ccc3c(C)cc(=O)oc3c2)CC1,-1.0,11,0.0,-10,21,-1.5,-2.8,1,4
O=C(NCCNCc1ccccc1)c1ccco1,.,15,0.3,-3,2,0.6,-2.3,-7,2
COc1cccc2sc(NNC(=O)COc3ccccc3)nc12,-0.4,-1,-0.6,0,0,-2.1,-1.1,-2,18
O=[N+]([O-])c1ccccc1OCC(O)CNC1CCCC1 (stereo not drawn),0.1,6,-0.2,3,0,.,-1.2,-8,18
CC(C)N(C(=O)COC(=O)c1ccccc1C(=O)N1CCN(c2ccc(F)cc2)CC1)C(C)C,0.0,-1,0.4,8,-1,-0.4,-0.6,0,-4
COc1ccc(-c2cc(C(=O)Nc3nc4c(C)cccc4s3)c3ccccc3n2)cc1OC,.,19,3.6,-3,5,.,-5.3,3,3
CC1(C)Cc2ccccc2C(NNC(=O)c2ccccn2)=N1,-1.6,7,-0.8,10,4,-0.9,-2.3,-8,3
O=C(OCc1nnc(-c2ccc(Br)cc2)o1)c1ccco1,-1.1,2,2.9,8,0,3.2,-1.3,8,0
CC(C)n1c(=O)c2c(O)cc(=O)oc2c2ccccc21,3.3,25,?,4,0,-1.0,-1.5,-3,-4
COCCNC(=O)Nc1ccc2c(c1)N(C)C(=O)CS2,0.1,0,0.5,6,1,-0.9,0.3,7,-7
CCOC(=O)C1(S(=O)(=O)c2ccc(Cl)cc2)CCN(Cc2ccccc2)CC1,0.2,-11,1.2,0,-3,-0.5,-0.9,-5,8
COc1cc2c(C)nc3c(c(C)nn3-c3ccccc3)c2cc1OC,0.0,15,0.3,3,3,.,0.0,-6,-9
O=C(Nc1ccc(C(=O)N2CCCCC2)cc1)c1ccccc1,.,-13,0.1,-7,5,3.8,-1.1,3,-11
CC(CNC(=O)c1cccs1)c1ccc([N+](=O)[O-])cc1 (stereo not drawn),0.0,4,-0.1,2,5,.,-3.5,-1,10
O=C(NCCCc1ccncc1)C1CCC(=O)N(CCc2cccc(F)c2)C1 (stereo not drawn),-3.2,11,-0.7,-6,3,-6.0,-0.5,-8,-1
CC1(C)CC(=O)C2=C(C1)N=C1SCCC(=O)N1C2c1ccccc1 (stereo not drawn),-0.7,12,1.1,1,2,0.2,0.5,8,15
O=C(Cn1nnc(-c2ccccc2)n1)OC1CCOC1=O (stereo not drawn),-2.6,14,0.2,6,0,-1.1,0.7,-2,10
CSc1nnc(CNS(=O)(=O)c2ccc(F)cc2)n1C,-2.2,3,-2.5,-15,-1,0.0,-2.6,-2,-20
COc1ccc(Cl)cc1-c1nc(SCC(=O)NC2CCS(=O)(=O)C2)n[nH]1 (stereo not drawn),1.3,-5,-0.5,-7,0,-0.8,-2.3,-5,16
Cc1ccsc1C(=O)Nc1ccc2c(c1)OCCO2,-1.4,8,0.0,-2,-2,0.8,-2.5,-1,-3

Other structures.
structure,UGM FP inh,GDH-TPI counter,BoNT-A LC inh2,BoNT F protease,Mtb FBA inh,Mtb BioA inh,FadD28 FP inh,PrPC TRFRET,CCHFV vOTU inh
Cc1cc(C)nc(Sc2nc(C)nc3c2oc2ccccc23)n1,-0.9,3,0.1,3,-3,.,-4.9,-4,1
CCOc1ccc2[nH]c3nc(SCC(=O)OC(C)C)nnc3c2c1,0.2,6,-3.0,?,-1,-1.8,-1.3,-2,-9
CCCC(=O)Nc1ccc(NC(=O)c2ccccc2Cl)nc1,1.5,0,1.1,?,3,-1.1,-4.5,5,4
CN1C(=O)C(C)(C)c2cc(S(=O)(=O)NCC3CCC(C(=O)NCc4ccccc4)CC3)ccc21 (stereo not drawn),0.2,-1,-1.5,-8,2,-0.2,0.3,-1,-6
COc1ccccc1-c1noc2c1C(=O)N(Cc1cn(-c3ccccc3)nn1)CC2,.,.,-0.1,-3,4,1.3,-1.3,10,17
NCc1csc(Nc2ccc(C(=O)c3ccccc3)cc2)n1,.,16,0.1,-4,-4,-0.1,-4.3,0,1
COc1ccc(OC)c2c1sc(=NC(=O)C(C)C)n2C,1.5,0,-0.4,-4,1,-0.4,.,6,6
Cc1ccc(N(C(=O)c2ccncc2)C2C=CS(=O)(=O)C2)cc1 (stereo not drawn),2.5,2,0.0,-5,0,0.3,-2.8,-3,3
COc1ccc(N(CCC#N)S(=O)(=O)c2ccc(Cl)cc2)cc1,-1.2,-4,3.2,4,0,.,1.3,5,2
Cc1ccc(C(=O)N/C(=C\c2cn(C)c3ccccc23)C(=O)NCCCN2CCOCC2)cc1,-0.5,23,-0.6,4,-1,.,-1.1,-2,5
O=C(NC(=S)NNC(=O)c1ccccc1O)c1cccs1,-1.9,17,-1.7,2,5,-2.6,-1.2,-2,11
O=C(O)/C=C/C(=O)NC1CC1,0.0,0,0.0,-5,-1,.,-2.3,-2,7
O=C(NN=C1c2ccccc2-c2ccccc21)c1ccccn1,0.0,22,-0.6,-9,0,0.0,-1.6,.,.
CCOC(=O)CSc1nc(N)nc(C)c1Cl,-0.4,0,-1.1,-8,1,.,-4.0,6,-5
COc1ccc(-c2nn(-c3ccccc3)cc2C2CC(c3cccs3)=NN2C(=O)CCC(=O)O)cc1 (stereo not drawn),1.8,12,.,.,6,.,-0.7,-4,26
Cn1c(=O)[nH]c(=O)c2c1nc(OC(=O)c1ccccc1)n2CC(O)COc1ccccc1 (stereo not drawn),2.3,-5,-0.6,14,0,6.1,-0.5,10,-2
COc1ccc(NC(=O)CN(C)S(=O)(=O)c2ccc3c(c2)CC(C)N3C(C)=O)c(OC)c1 (stereo not drawn),-0.5,2,-0.3,-4,3,-0.1,0.3,4,10
CCCCCC(=O)N1C[C@H](n2cc(-c3ccc(F)cc3)nn2)[C@@H](O)C[C@@H]1c1ccc(C)cc1,.,3,-0.1,-2,-2,0.6,-4.8,0,18

Exported with values under each structure: entries from further up.
Below each SMILES: UGM FP inh	GDH-TPI counter	BoNT-A LC inh2	BoNT F protease	Mtb FBA inh	Mtb BioA inh	FadD28 FP inh	PrPC TRFRET	CCHFV vOTU inh
- O=C(NC(=S)NNC(=O)c1ccccc1O)c1cccs1
    -1.9	17	-1.7	2	5	-2.6	-1.2	-2	11
- O=C(O)/C=C/C(=O)NC1CC1
    0.0	0	0.0	-5	-1	.	-2.3	-2	7
- O=C(NN=C1c2ccccc2-c2ccccc21)c1ccccn1
    0.0	22	-0.6	-9	0	0.0	-1.6	.	.
- CCOC(=O)CSc1nc(N)nc(C)c1Cl
    -0.4	0	-1.1	-8	1	.	-4.0	6	-5
- COc1ccc(-c2nn(-c3ccccc3)cc2C2CC(c3cccs3)=NN2C(=O)CCC(=O)O)cc1 (stereo not drawn)
    1.8	12	.	.	6	.	-0.7	-4	26
- Cn1c(=O)[nH]c(=O)c2c1nc(OC(=O)c1ccccc1)n2CC(O)COc1ccccc1 (stereo not drawn)
    2.3	-5	-0.6	14	0	6.1	-0.5	10	-2
- COc1ccc(NC(=O)CN(C)S(=O)(=O)c2ccc3c(c2)CC(C)N3C(C)=O)c(OC)c1 (stereo not drawn)
    -0.5	2	-0.3	-4	3	-0.1	0.3	4	10

Screening results deposited in PubChem by several laboratories.
